Integrin act MD: qHTS for Activators of Integrin-Mediated Alleviation for Muscular Dystrophy; 0.064% of 350,000 active; alpha7betagal myoblasts, beta-gal FDG fluorescence, 48 h; Potency, µM (top dose mostly 38.3 µM), for the others: top-dose activation, actives largely listed as activators;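 note: potency is the fitted concentration of half-maximal effect; 100% = response of the positive control SU9516; nearly all actives have a fitted effect of over 60% in size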
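Alpha7betagal+/- myoblasts (passage 13) were plated 16-24 hr, then exposed to compounds (1:260 dilution of DMSO stock) for 48 hours at 37C. After MPER lysis, β-galactosidase reporter activity was read as FDG fluorescence (ex 480/em 540) after 30 minutes.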
KCNH2 WT inh: qHTS for Inhibitors of KCHN2 3.1: Wildtype qHTS; Voltage-gated inwardly rectifying potassium channel KCNH2 (Homo sapiens), Q12809; U2OS, BacMam KCNH2, thallium flux FluxOr; stronger effect = lower value; activity change, % at 1.84 µM; 0.37% of 340,000 active; AID 720551, 2013;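 active = maximum activity change below -70%; inconclusive = maximum activity change between -70% and -50%; inactive = maximum activity change above -50%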; note: % is set by controls: 0 for no effect and ±100 for the full control effect
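U2OS cells were transduced with wild-type KCNH2 virus (2.03 x 10^8 / mL) for 4 h at room temperature, then cultured overnight at 37 C. Thallium flux was read with FluxOr dye. Rate constants were normalized to DMSO controls.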
TRPV1 agonist: HTS Assay for Compounds that Act as Agonists of the Vanilloid Receptor 1; Transient receptor potential cation channel subfamily V member 1 (Homo sapiens), Q8NER1; TRPV1-expressing cells, Fluo-8 calcium influx, agonist mode; activation, % at 8.33 µM; 0.19% of 320,000 active; AID 540275, 2011; in the data active = activation above about 80%; inconclusive = between about 30% and that limit; note: 0% is about no effect
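Cells expressing TRPV1 were dye-loaded with Fluo-8 and read kinetically: 10 s baseline, 3 min after compound (agonist portion), then 2 min after EC20 capsaicin (allosteric enhancer portion). Calcium-bound dye fluorescence at 480/520 nm.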
Coupling enz: qHTS Assay for Inhibitors of Fructose-1,6-bisphosphate Aldolase from Giardia Lamblia: Coupling assay counterscreen | 0.67% of 290,000 active | coupling enzyme system counterscreen, AmpLite Red fluorescence | activity change, negative = inhibition, % at 58.2 µM, hits read low; in the data active = activity change below about -30%; note: % is set by controls: 0 for no effect and ±100 for the full control effect
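Coupling enzymes only (glyceraldehyde-3-phosphate) + compound, at 57.5 uM final, 10 min RT; add substrate/coupling/AmpLite Red mix, 20 min RT; fluorescence ex 525/em 598 nm. Actives flag coupling-system interference.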
MLL CXXC-DNA inh: qHTS Fluorescence Polarization Assay for Inhibitors of MLL CXXC domain - DNA interaction. Potency, µM (series often up to 115 µM), inactives show at the highest dose activity change, negative = inhibition, usual class: inhibitors. Histone-lysine N-methyltransferase 2A (Homo sapiens), Q03164. AID 2662, 2010. 0.037% of 290,000 active. MLL-CXXC / FITC-HOXA9 DNA fluorescence polarization; active = well fitted inhibition curve with a large enough effect in the polarisation, with a control signal flat, not every such curve was filed as active; inconclusive = small, poorly fitted or top-dose-only effect, or effect the other way, or a change in a side signal; inactive = no such curve, though single readings can be large or run the other way; the % refers to the polarisation; note: potency is the fitted concentration of half-maximal effect
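Fluorescence polarization: 7 uM MLL-CXXC (stock) preincubated 5 min with compounds, then 50 nM fluorescein-HOX-A9 DNA (stock) added; 30 min ambient. Buffer 50 mM Tris-HCl pH 7.5, 50 mM NaCl, 1 mM DTT, 0.05% BSA.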
KCNH2 3.1 block: qHTS for Inhibitors of KCHN2 3.1: Mutant qHTS. 0.95% of 340,000 active. activity change, % (tested at about 1.8 µM). AID 720553, 2013. U2OS KCNH2 3.1, thallium flux FluxOr; stronger effect = lower value. Potassium voltage-gated channel subfamily H member 2, brain isoform KCNH2 3.1 (human);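 active = maximum activity change below -70%; inconclusive = maximum activity change from -70% to -50%; inactive = maximum activity change above -50%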;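 note: thallium influx rate constant from kinetic fluorescence after stimulation buffer; % is set by controls: 0 for no effect and ±100 for the full control effect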
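FluxOr-based Tl+ influx in U2OS cells transduced with KCNH2 3.1 virus; rate constants normalized to DMSO controls.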
AT treatment: qHTS Assay for Identifying a Potential Treatment of Ataxia-Telangiectasia; Potency, µM (titrated, usually from 57.5 µM), without a hit: top-dose activation, actives largely listed as activators; […] A-T fibroblasts, KAP-1 phosphorylation AlphaLISA; neocarzinostatin DNA damage 30 min before lysis; 0.19% of 320,000 active; note: potency is the fitted concentration of half-maximal effect; % of control where 0% means no effect; nearly all actives have a fitted effect of over 45% in size
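ATM-like activity read as KAP-1 phosphorylation via AlphaLISA donor/acceptor antibody pairs after lysis and 6 hr at 25C. Cells were ATM-null patient fibroblasts ([…], hTERT), dosed 60 min, then exposed to the DSB inducer NCS for 30 min.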
GALK inh: qHTS Assay for Inhibitors of Human Galactokinase (GALK); Potency, µM (titrated, usually from 57.5 µM), for the others: at the highest dose activity change, negative = inhibition, most hits filed as inhibitors; AID 1868, 2009; P51570; 0.007% of 270,000 active; Purified GALK, Kinase-Glo residual ATP luminescence; note: potency is the fitted concentration of half-maximal effect; % is set by controls: 0 for no effect and ±100 for the full control effect
Target sequence (P51570 whole entry, looked up): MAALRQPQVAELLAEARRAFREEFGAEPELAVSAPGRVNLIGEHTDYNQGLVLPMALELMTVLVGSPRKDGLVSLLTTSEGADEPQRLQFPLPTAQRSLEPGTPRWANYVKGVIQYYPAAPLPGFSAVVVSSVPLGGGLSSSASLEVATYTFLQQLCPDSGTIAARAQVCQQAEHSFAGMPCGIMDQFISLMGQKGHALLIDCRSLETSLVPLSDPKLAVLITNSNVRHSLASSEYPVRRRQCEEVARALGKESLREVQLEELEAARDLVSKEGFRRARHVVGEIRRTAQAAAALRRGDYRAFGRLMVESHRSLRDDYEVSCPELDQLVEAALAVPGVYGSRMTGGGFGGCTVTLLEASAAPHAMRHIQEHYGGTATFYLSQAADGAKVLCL
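Luminescence from leftover ATP (Ultra-Glo luciferase/luciferin) served as read-out after a 1 h room-temperature reaction of 5 nM GALK with 35 uM ATP and 100 uM galactose.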
MBNL1-CUG inh: qHTS Assay for Inhibitors of MBNL1-poly(CUG) RNA binding; Muscleblind-like protein 1 (Homo sapiens), Q9NR56; TR-FRET MBNL1-His/biotin-(CUG)12 binding, 665/545 ratio; Potency, µM (doses to about 57.5 µM), inactives show top-dose activity change, negative = inhibition, actives largely listed as inhibitors; 0.036% of 280,000 active; AID 2675, 2010; active = well fitted inhibition curve with a large enough effect in the signal ratio, with a control signal flat, not every such curve was filed as active; inconclusive = small, poorly fitted or top-dose-only effect, or effect the other way, or a change in a side signal; inactive = no such curve, though single readings can be large or run the other way; the % refers to the signal ratio; note: potency is the fitted concentration of half-maximal effect; % is set by controls: 0 for no effect and ±100 for the full control effect
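Compound titration spanned 92 nM–58 uM against the MBNL1-His/biotin-(CUG)12 complex. After 60 min at room temperature with 5 nM streptavidin-XL665 and 0.055 ng/ul terbium anti-His, ratiometric 665/545 nm emission (Ex 340 nm) normalized to controls.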
S-ASM inh: Inhibitors of Secretory Acid Sphingomyelinase (S-ASM): qHTS | Sphingomyelin phosphodiesterase (Homo sapiens), P17405 | placental ASM, HMU-PC fluorogenic substrate, 60 min | Potency, µM (titrated, usually from 57.5 µM), inactives show at the top dose activity change, negative = inhibition, usual class: inhibitors | 0.006% of 340,000 active | AID 504937, 2011; note: potency is the fitted concentration of half-maximal effect
Target sequence (P17405 47-631 limits assumed): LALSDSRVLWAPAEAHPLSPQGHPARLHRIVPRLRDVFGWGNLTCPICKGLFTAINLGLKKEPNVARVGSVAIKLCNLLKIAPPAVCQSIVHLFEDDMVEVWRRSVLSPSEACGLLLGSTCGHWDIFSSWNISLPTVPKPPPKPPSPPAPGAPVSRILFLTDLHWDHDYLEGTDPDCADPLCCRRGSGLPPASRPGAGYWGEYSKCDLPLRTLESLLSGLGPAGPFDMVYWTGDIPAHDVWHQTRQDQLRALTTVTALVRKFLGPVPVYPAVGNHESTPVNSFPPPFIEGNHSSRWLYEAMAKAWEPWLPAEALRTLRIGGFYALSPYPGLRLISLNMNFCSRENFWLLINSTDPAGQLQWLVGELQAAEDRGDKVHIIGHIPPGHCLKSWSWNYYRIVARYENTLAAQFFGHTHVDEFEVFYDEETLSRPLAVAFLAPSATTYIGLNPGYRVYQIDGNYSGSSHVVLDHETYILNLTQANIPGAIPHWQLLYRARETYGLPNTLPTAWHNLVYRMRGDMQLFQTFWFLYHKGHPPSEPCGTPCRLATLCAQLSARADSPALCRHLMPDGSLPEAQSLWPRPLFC
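Steps: dispense placental human ASM, pin compound, wait 10 min at room temperature, add HMU-PC0 substrate at 9 uM final, incubate 60 min at 37 °C, add stop solution raising pH to 10, read fluorescence.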
Active calls of the source: *; ? = inconclusive; / = not tested or not shown; [ ] = remark or other dose. Unless noted, calls come from the whole dose curve; as a rule, active = well fitted curve in the direction sought with a large enough effect; inconclusive = small, poorly fitted or top-dose-only effect, or another doubt; inactive = no such curve, though single readings can be large; an effect the other way counts as inactive or inconclusive.

SMILES	Integrin act MD	KCNH2 WT inh	TRPV1 agonist	Coupling enz	MLL CXXC-DNA inh	KCNH2 3.1 block	AT treatment	GALK inh	MBNL1-CUG inh	S-ASM inh
COC(=O)c1cc(C)sc1NC(=O)CN1CCN(C(=O)c2ccco2)CC1	0.0%	-1.5	9.0	/	-2.8%	/	19.2%	-1.3%	1.1%	-0.1%
O=C(CCCOc1ccc(Cl)cc1Cl)NCc1ccncc1	28.4%	1.5	-2.4	-0.3	-6.4%	-2.9	-1.2%	-1.8%	-2.2%	1.1%
Cn1c(=O)[nH]c(=O)c2c1nc(N/N=C/c1cccnc1)n2Cc1ccc(Cl)cc1	0.0%	-8.2	-0.8	-2.3	3.9%	2.1	-3.0%	/	-4.0%	301.3%
CCOc1ccccc1N1CCN(c2nc3ccccc3nc2C(C#N)C(=O)OC(C)C)CC1 (stereo not given)	26.7%	8.4	0.1	-3.0	3.9%	-8.3	-3.2%	-0.2%	8.4%	-7.1%
CC(Sc1nnc(Nc2ccccc2)s1)C(=O)NC1CCCc2ccccc21 (stereo not given)	-8.6%	-11.8	-9.6	2.4	17.5%	7.8	-2.3%	-1.9%	0.7%	-1.3%
CC1=NN(c2ccccc2)C(=O)C1C(=O)c1ccccc1 (stereo not given)	37.6%	-0.9	-4.7	-0.6	-1.6%	2.8	5.7%	-0.3%	-14.5%	3.6%
S=C1NCCOCCOCCOCCOCCNC(=S)N2CCOCCOCCN1CCOCC2	19.1%	-6.3	-1.1	-0.4	15.1%	-9.2	0.5%	2.9%	-5.9%	3.4%
O=C(Oc1ccccc1N1C(=O)C2CCCCC2C1=O)c1ccc(Cl)cc1 (stereo not given)	?	0.7	-0.4	1.9	28.5%	-26.4	6.4%	2.3%	-1.4%	-1.2%
COc1ccc(-c2nnc(SCC(=O)NNC(=O)Cc3ccccc3)n2C)cc1OC	-24.5%	0.2	2.2	1.7	2.1%	28.3	-2.5%	0.0%	/	3.8%
CCOC(=O)C1CCN(Cc2ccc(OC)cc2OC)CC1	10.3%	12.3	-2.8	-0.5	-2.1%	-27.9	/	2.4%	-9.7%	5.3%
COc1cc(C(Nc2ccccn2)c2ccc3ccc(C)nc3c2O)cc(OC)c1O (stereo not given)	-50.2%[inhibitor]	10.0	2.6	-9.4	-6.4%	17.9	0.0%	-2.0%	?	3.3%
Cc1ccc(C)c(N2CCN(CC(=O)Nc3ccc([N+](=O)[O-])cc3C(=O)Nc3ccccc3F)CC2)c1	-6.6%	14.2	-2.2	-4.3	-3.8%	-10.8	6.6%	-4.2%	2.2%	-7.6%
COCC(C)N1CCC(n2nccc2NC(=O)CCCc2ccccc2)CC1 (stereo not given)	-22.9%	16.9	3.5	1.1	-0.9%	-10.6	3.3%	0.7%	1.8%	3.7%
CC(C)Cn1c(=O)c2ccccc2n2c(SCC(=O)N3c4ccccc4CC3C)nnc12 (stereo not given)	25.7%	-2.4	-8.5	4.0	13.1%	-25.8	-10.5%	0.0%	/	2.9%
CC(=O)Nc1ccc(NC(=O)C2CCN(c3c(Cc4ccccc4)c(C)nc4ncnn34)CC2)cc1	-10.2%	-3.6	/	/	/	0.6	/	/	/	-2.8%
Cc1ccc([N+](=O)[O-])cc1NC(=S)NC(=O)CC(C)(C)C	13.3%	-35.2	27.3	1.6	9.1%	-1.3	2.5%	2.7%	29.3%	-1.8%
COc1ccc(OCC(O)CN2CCCC2)cc1 (stereo not given)	?	-0.6	3.2	3.8	-3.2%	24.5	11.7%	-3.3%	5.9%	7.9%
Cc1cc(=O)[nH]c(N/N=C/c2ccc([N+](=O)[O-])cc2)n1	/	/	-12.7	-3.1	0.8%	/	4.0%	0.2%	?	/
Cc1c(C(=O)O)sc2nc(CSc3nnc(-c4ccc(F)cc4)n3C)[nH]c(=O)c12	28.0%	2.6	-0.1	2.2	?	10.8	3.1%	-1.4%	3.9%	8.5%
CCN1CCCC1CN(Cc1cc2cc(C)cc(C)c2[nH]c1=O)C(=O)Nc1ccccc1OC (stereo not given)	-23.5%	8.3	-2.2	-1.1	9.2%	2.1	9.0%	1.4%	-2.6%	-2.3%
CCCCCCCn1c(C)nnc1-c1cnn(C)c1N	-11.1%	3.6	6.3	-1.8	2.6%	-1.2	-1.8%	-0.5%	8.9%	-2.6%
O=C(NN1CCOCC1)c1cn(-c2ccccc2)nc1-c1cccs1	-16.9%	-16.0	9.3	0.6	-20.7%	2.1	-9.1%	1.5%	-2.0%	-1.0%
COc1ccc(C(=O)NNC2=NC(C)(C)Cc3ccccc32)cc1	8.3%	-7.0	2.4	1.7	-2.4%	-0.7	10.9%	-0.5%	9.7%	4.1%
COc1ccc(C)cc1NC1=C(Cl)C(=O)N(C2CCCCC2)C1=O	-15.2%	-3.6	17.3	/	-2.8%	13.5	4.4%	-4.2%	-10.8%	-13.2%
COc1ccc(S(=O)(=O)N(Cc2ccccc2)Cc2nc(-c3ccccc3)no2)cc1	-25.3%	0.9	9.6	-2.1	-1.5%	-35.3	1.1%	2.5%	-2.1%	-2.3%

(next part)
SMILES	Integrin act MD	KCNH2 WT inh	TRPV1 agonist	Coupling enz	MLL CXXC-DNA inh	KCNH2 3.1 block	AT treatment	GALK inh	MBNL1-CUG inh	S-ASM inh
CCNC(=S)N=Nc1c(O)[nH]c2ccc([N+](=O)[O-])cc12	17.8%	5.8	0.7	-10.7	9.4%	14.0	-1.1%	-0.6%	/	-13.0%
CCOC(=O)Cc1nn(CCc2ccccn2)c(=O)c2ccccc12	-10.3%	6.0	7.2	3.2	-4.4%	5.2	4.2%	2.5%	-1.4%	0.4%
Cc1ccc2ccc[n+](Cc3ccccc3)c2c1	-1.4%	-12.9	-0.5	/	/	18.6	24.9%	/	/	-0.8%
Nc1ccc(C(=O)OCCc2ccccc2)cc1	-9.0%	5.7	8.6	/	/	9.7	7.9%	/	/	0.7%
Fc1ccccc1CN(CCN1CCOCC1)C(=S)Nc1ccccc1Cl	-16.6%	5.6	21.3	3.5	3.7%	3.8	-2.0%	0.4%	0.8%	9.3%
CCc1cc(C(=O)N/N=C/c2c(C)[nH]c3ccccc23)cs1	15.4%	0.4	-1.3	-4.7	-1.8%	4.9	-4.4%	1.5%	16.2%	-15.3%
Cc1cccn2c(=O)c3cc(C(=O)NCc4cccnc4)c(=N)n(C)c3nc12	/	/	-1.5	-3.0	3.2%	/	7.3%	0.3%	?	/
O=C(CSCc1ccc(Br)cc1)NC1CC1	22.4%	-0.1	13.9	1.3	3.7%	0.4	0.2%	0.5%	-5.1%	-2.4%
O=C(CN(c1ccc(Br)cc1)S(=O)(=O)c1ccc(Cl)c([N+](=O)[O-])c1)NCCc1ccccc1	0.0%	28.1	-3.0	0.5	-2.0%	-8.3	-1.0%	-5.3%	1.9%	-2.0%
COCCOC(=O)C1=C(C)N(Cc2ccccc2)C(=O)NC1c1ccc(OC)cc1 (stereo not given)	-2.6%	-12.6	3.7	0.5	5.6%	-7.9	-2.3%	1.5%	-2.2%	1.2%
Cc1c(NC(=O)CN2C(=O)NC3(CCCCC3C)C2=O)cccc1[N+](=O)[O-] (stereo not given)	-15.8%	1.1	1.1	/	/	1.0	-7.3%	/	/	-2.0%
CCN(C[C@H]1N[C@@](C)(C(=O)OC)[C@H]2C(=O)N(Cc3ccccc3)C(=O)[C@@H]12)C(=O)c1ccc(C)cc1	10.5%	-1.3	/	/	/	-6.7	-0.2%	/	/	5.3%
O=C(COC(=O)c1ccc(F)c(S(=O)(=O)N2CCCCC2)c1)NCc1ccc(F)cc1	5.2%	-1.4	?	-0.5	2.0%	3.4	5.6%	8.9%	-1.7%	-3.6%
COc1ccc(NC(=O)COC(=O)C2CCC(C(C)(C)C)CC2)c([N+](=O)[O-])c1 (stereo not given)	14.9%	3.0	3.4	0.5	5.1%	-18.5	-2.9%	4.9%	?	-9.4%

Screening data as filed in PubChem BioAssay.
